Rac1 GTP hydrolysis: MgcRacGAP GTPase-activating activity inhibitors, confirmation, biochemical, ADP Hunter fluorescence | MgcRacGAP-stimulated Rac1 GTP hydrolysis, ADP Hunter fluorescence; higher % means a stronger effect; GST-tagged Rac1 F28L mutant substrate | inhibition, % at 30 µM, or IC50 in µM where a hit was titrated | actives 0.6% (n = 340,000) | AID 624330;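 active means first-screen hits whose inhibition reached a set limit at any dose in the follow-up dose series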;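 further: fluorescence reports GDP produced by GAP-driven GTP hydrolysis; strong numbers were not always called active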
T cell modulator: T cell immune modulation candidate | calls only at 7 µM | 2C CD8+ T cell-vesicle binding, flow cytometry; hits give low values | AID 2052 | actives 0.068% (n = 330,000);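 active means response, share of CD8 T cells binding vesicles, and their 90th percentile fluorescence all below set limits, cut at about 80% in these data, passing the limit was not always enough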
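material = purified 2C TCR transgenic mouse naive CD8+ T cells | controls = Unloaded micro-vesicles (low), QL9 vesicles with 0.7% DMSO (high) | detection = cytometric PE anti-B7-1 and Alexa647 anti-CD8 signals after 1% paraformaldehyde fixation | incubation = binding step 1.5 h, 37 °C, antibody labelling 20 min, ice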
NTR1 agonist: agonists of NTR1, primary screen, imaging, U2OS cells, beta-arrestin-GFP, high content (AID 493036); P30989; NTR1-U2OS beta-arrestin-GFP spot imaging, agonist mode; activation, % at 20 µM; actives 0.17% (n = 330,000);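 active means activation at or above 40% of the spot to cytoplasm intensity ratio, with at least 20 cells analyzed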;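 further: 0% = DMSO without peptide and 100% = 100 nM NTR1 peptide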
Target sequence (P30989 whole entry, looked up): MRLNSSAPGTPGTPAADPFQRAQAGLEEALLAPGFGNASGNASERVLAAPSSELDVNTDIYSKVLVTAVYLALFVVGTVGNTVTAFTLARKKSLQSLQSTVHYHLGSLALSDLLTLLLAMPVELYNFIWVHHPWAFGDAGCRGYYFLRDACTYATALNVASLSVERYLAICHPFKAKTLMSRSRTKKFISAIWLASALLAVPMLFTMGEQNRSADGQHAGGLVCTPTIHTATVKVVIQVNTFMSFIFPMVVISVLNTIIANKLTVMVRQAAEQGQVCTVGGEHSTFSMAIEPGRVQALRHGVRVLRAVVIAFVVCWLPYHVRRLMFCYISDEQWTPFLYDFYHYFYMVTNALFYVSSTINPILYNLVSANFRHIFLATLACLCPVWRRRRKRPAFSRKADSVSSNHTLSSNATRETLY
T cell modulator vesicle-bound %: further read-out of T cell modulator, marked with its call; double positive events, %; measured here: CD8+ vesicle-bound cell fraction;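 binding gate set so that unloaded-vesicle control wells show 10% double positive cells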
NTR1 agonist cell count 20 µM: recorded beside NTR1 agonist, whose call it bears; cell count; measured here: cell count, cytotoxicity flag
Numbers without * were called inactive; i = inactive. These rows are one share of the data; count on the stated rates, not on these rows.

Key to letters – A = Rac1 GTP hydrolysis; B = T cell modulator; C = T cell modulator vesicle-bound %; D = NTR1 agonist; E = NTR1 agonist cell count 20 µM
1. O=C(C[C@H]1C/C=C/CC[C@H](Cc2ccc(F)cc2)C(=O)O[C@H](c2ccccc2)CNC1=O)NCCO
  A: 8% | B: i | C: 5 | D: -1.1 | E: 49

2. COc1cccc(C(=O)N2CCN(C(=O)C3CCCO3)CC2)c1 (stereo not given)
  A: 5% | B: i | C: 13 | D: -1.4 | E: 61

3. O=C(COc1ccccc1[N+](=O)[O-])NCC1(N2CCOCC2)CCCCC1
  A: 9% | B: i | C: 31 | D: 0.7 | E: 57

4. Cc1cc(NC(=O)CSc2n[nH]c(-c3ccc(Cl)cc3Cl)n2)no1
  A: 2% | B: i | C: 8 | D: 0.5 | E: 74

5. CS(=O)(=O)c1ccc(C(=O)NNC(=O)c2cc(-c3ccccc3)n[nH]2)cc1
  A: 16% | B: i | C: 44 | D: 0.4 | E: 44

6. COc1ccc(S(=O)(=O)N2CCOCC2)cc1NC(=O)CN1C(=O)NC(C)(C2CC2)C1=O (stereo not given)
  A: 4% | B: i | C: 39 | D: -2.4 | E: 61

7. O=C(Nc1nc(-c2ccccn2)cs1)c1cc(S(=O)(=O)N2CCOCC2)ccc1F
  A: 3% | B: i | C: 41 | D: 8.5 | E: 56

8. O=C(COC(=O)CC1CC2CCC1C2)Nc1ccc(Cl)c(S(=O)(=O)N2CCOCC2)c1 (stereo not given)
  A: 6% | B: i | C: 34 | D: 4.0 | E: 83

9. O=C(c1ccc2ccccc2n1)N1CCN(S(=O)(=O)c2ccc(Cl)cc2)CC1
  A: 2% | B: i | C: 13 | D: 0.6 | E: 99

10. CC(C)(C)OC(=O)C[C@@H]1C/C=C\C[C@@H](CC(=O)N(CCO)Cc2ccccc2)C(=O)N[C@H](Cc2ccccc2)COC1=O
  A: 8% | B: i | C: 11 | D: 7.4 | E: 60

Reprinted from the part before: 6 entries, followed by the next part.
Key to letters – A = Rac1 GTP hydrolysis; B = T cell modulator; C = T cell modulator vesicle-bound %; D = NTR1 agonist; E = NTR1 agonist cell count 20 µM
5. CS(=O)(=O)c1ccc(C(=O)NNC(=O)c2cc(-c3ccccc3)n[nH]2)cc1
  A: 16% | B: i | C: 44 | D: 0.4 | E: 44

6. COc1ccc(S(=O)(=O)N2CCOCC2)cc1NC(=O)CN1C(=O)NC(C)(C2CC2)C1=O (stereo not given)
  A: 4% | B: i | C: 39 | D: -2.4 | E: 61

7. O=C(Nc1nc(-c2ccccn2)cs1)c1cc(S(=O)(=O)N2CCOCC2)ccc1F
  A: 3% | B: i | C: 41 | D: 8.5 | E: 56

8. O=C(COC(=O)CC1CC2CCC1C2)Nc1ccc(Cl)c(S(=O)(=O)N2CCOCC2)c1 (stereo not given)
  A: 6% | B: i | C: 34 | D: 4.0 | E: 83

9. O=C(c1ccc2ccccc2n1)N1CCN(S(=O)(=O)c2ccc(Cl)cc2)CC1
  A: 2% | B: i | C: 13 | D: 0.6 | E: 99

10. CC(C)(C)OC(=O)C[C@@H]1C/C=C\C[C@@H](CC(=O)N(CCO)Cc2ccccc2)C(=O)N[C@H](Cc2ccccc2)COC1=O
  A: 8% | B: i | C: 11 | D: 7.4 | E: 60

11. Cc1nn(-c2ccc(C(=O)NCC(c3ccco3)N3CCCC3)cc2)c(C)c1Cl (stereo not given)
  A: 2% | B: i | C: 42 | D: 0.5 | E: 70

12. CCC(C)Sc1cccc(-c2nc3cc(C)ccn3c2NC2CCCCC2)c1 (stereo not given)
  A: 3% | B: i | C: 4 | D: -0.8 | E: 37

13. C[C@H](CO)N1C[C@H](C)[C@@H](CN(C)S(=O)(=O)c2cn(C)cn2)Oc2ccc(NC(=O)Cn3cnnn3)cc2C1=O
  A: 15% | B: i | C: 14 | D: -1.2 | E: 71

14. CC(=O)Nc1ccc(S(=O)(=O)N[C@@H](C)C(=O)OCC(=O)NC2CCCC2)cc1
  A: 6% | B: i | C: 46 | D: -1.5 | E: 94

15. CC(C)(C)c1ccc(C(=O)NCCC(=O)NNC(=O)COc2ccccc2F)cc1
  A: 5% | B: i | C: 36 | D: 5.3 | E: 69

16. CC(C)CN(C(=O)CN(C)CC(=O)Nc1ccccc1C#N)c1c(N)n(CC(C)C)c(=O)[nH]c1=O
  A: 2% | B: i | C: 54 | D: -1.3 | E: 52

17. COc1ccccc1CNC(=O)COC(=O)c1cc(=O)c2ccccc2o1
  A: 0% | B: i | C: 36 | D: 1.1 | E: 60

18. COc1ccc(C(=O)OCC(=O)NC23CC4CC(CC(C4)C2)C3)c(OC)c1OC
  A: 4% | B: i | C: 27 | D: 1.0 | E: 63

19. COc1cccc(NC(=O)CN2C(=O)NC3(CCc4ccccc43)C2=O)c1 (stereo not given)
  A: 6% | B: i | C: 17 | D: 0.6 | E: 95

20. Cc1nc(SC(C)C(=O)Nc2c(C)n(C)n(-c3ccccc3)c2=O)nc(C)c1C (stereo not given)
  A: 6% | B: i | C: 26 | D: 3.6 | E: 45

More structures follow.
Sequence of screens: Rac1 GTP hydrolysis	T cell modulator	T cell modulator vesicle-bound %	NTR1 agonist	NTR1 agonist cell count 20 µM
21: O=C(NCC1COc2ccccc2O1)c1cccc(S(=O)(=O)N2CCCCC2)c1 (stereo not given)
 : 5%	i	10	-2.3	56
22: O=C(Cn1cc(C(F)(F)F)ccc1=O)Nc1ccc2c(c1)OCCO2
 : 6%	i	14	4.7	47
23: Cc1cc(C(=O)NC2CCC(O)CC2)c(C)o1 (stereo not given)
 : 3%	i	49	2.9	52
24: CS(=O)(=O)c1ccc(Cl)c(NC(=O)CSc2nnc(-c3cccs3)n2N)c1
 : 5%	i	53	1.1	60
25: CCN(C[C@H]1N[C@@](CC)(C(=O)OC)[C@H]2C(=O)N(C)C(=O)[C@@H]12)C(=O)COC
 : 4%	i	23	-2.9	75
26: COC(=O)c1ccc(CNC(=O)c2ccc(OC)c(S(=O)(=O)NC3CCCC3)c2)cc1
 : 4%	i	37	-1.6	47
27: C[C@H](CO)N1C[C@H](C)[C@@H](CN(C)C(=O)Nc2ccccc2)Oc2ccc(NC(=O)CCN3CCOCC3)cc2C1=O
 : 8%	i	4	0.2	62
28: O=S(=O)(Nc1cc(S(=O)(=O)N2CCOCC2)ccc1Cl)c1ccccc1
 : 3%	i	29	-1.3	61
29: Cc1noc(C)c1NC(=O)Nc1ccc2c(c1)C(=O)N([C@H](C)CO)C[C@H](C)[C@@H](CN(C)C(=O)Nc1ccc3c(c1)OCO3)O2
 : 10%	i	7	-0.5	53
30: CCCCN1C(=N)N([C@@H](CCC)CN2CCC[C@H]2CN2C(N)=NC[C@H]2CC(C)C)C[C@H]1Cc1ccccc1
 : 10%	i	13	-2.0	40
31: NC(=O)C1CCN(c2nc(-c3ccccc3F)cs2)CC1
 : 13%	i	6	-2.2	47
32: C[C@H]1CN([C@@H](C)CO)C(=O)c2cc(NC(=O)C3CCCCC3)ccc2O[C@H]1CN(C)S(=O)(=O)c1ccccc1
 : 7%	i	10	-0.8	54
33: C[C@@H]1CN([C@@H](C)CO)C(=O)c2cccc(NC(=O)c3ccncc3)c2O[C@@H]1CN(C)Cc1ccc(-c2ccccc2)cc1
 : 5%	i	8	-1.0	54
34: CCOc1ccc(OCCNC(=O)c2oc3ccccc3c2COC)cc1
 : 10%	i	35	5.6	51
35: Cc1cccc(Nc2nnc(SCC(=O)c3c(N)n(C4CC4)c(=O)[nH]c3=O)s2)c1C
 : 5%	i	14	0.9	47

In the list so far, 2 have a tert-butyl group:
Sequence of screens: Rac1 GTP hydrolysis	T cell modulator	T cell modulator vesicle-bound %	NTR1 agonist	NTR1 agonist cell count 20 µM
10: CC(C)(C)OC(=O)C[C@@H]1C/C=C\C[C@@H](CC(=O)N(CCO)Cc2ccccc2)C(=O)N[C@H](Cc2ccccc2)COC1=O
 : 8%	i	11	7.4	60
15: CC(C)(C)c1ccc(C(=O)NCCC(=O)NNC(=O)COc2ccccc2F)cc1
 : 5%	i	36	5.3	69
